# Source: PubChem
# GoLoco inh red = qHTS Assay for Inhibitors of RGS12 GoLoco Motif Activity (Red Fluorophore); hit rate 0.44% among 230,000; Potency, µM (titrated, usually from 61.6 µM), for inactives: at the highest dose activity, negative = inhibition, actives largely listed as inhibitors; Gai1:RGS12 GoLoco peptide FP, rhodamine, 10 min; Guanine nucleotide-binding protein G(i) subunit alpha-1 (Homo sapiens), P63096; active = well fitted inhibition curve with a large enough effect, not every such curve was filed as active; inactive = no such curve, though single readings can be large or run the other way; note: nearly all actives have a fitted effect of over 30% in size; many of its hits are not listed in these tables
# Tau ThT inhib = qHTS for Inhibitors of Tau Fibril Formation, Thioflavin T Binding; Microtubule-associated protein tau (Homo sapiens), P10636; recombinant tau K18 P301L, heparin-induced fibrillization, ThT fluorescence; Potency, µM (series often up to 57.4 µM), without a hit: top-dose activity, negative = inhibition, hits mostly inhibitors; hit rate 2.1% among 270,000; note: nearly all actives have a fitted effect of over 55% in size
# Target sequence (P10636 561-689 P618L limits assumed): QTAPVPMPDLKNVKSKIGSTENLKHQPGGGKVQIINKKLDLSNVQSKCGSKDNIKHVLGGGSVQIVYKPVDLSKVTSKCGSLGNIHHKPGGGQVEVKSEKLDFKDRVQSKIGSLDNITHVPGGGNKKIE
#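 Using a mix of unlabeled (15 uM) and Alexa 594-labeled (0.24 uM) tau K18 P301L, heparin-triggered fibrillization over 6 hr at 37 C was scored by ThT fluorescence.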
# L3MBTL1 inh = qHTS Assay for the Inhibitors of L3MBTL1; Potency, µM (highest dose often 57.1 µM), inactives show at the highest dose activity, negative = inhibition, hits mostly inhibitors; AlphaScreen L3MBTL1–H3K9me1 peptide binding; Lethal(3)malignant brain tumor-like protein 1 (Homo sapiens), Q9Y468; AID 485360, 2010; hit rate 0.66% among 230,000; note: nearly all actives have a fitted effect of over 60% in size
# Target sequence (Q9Y468 whole entry, looked up): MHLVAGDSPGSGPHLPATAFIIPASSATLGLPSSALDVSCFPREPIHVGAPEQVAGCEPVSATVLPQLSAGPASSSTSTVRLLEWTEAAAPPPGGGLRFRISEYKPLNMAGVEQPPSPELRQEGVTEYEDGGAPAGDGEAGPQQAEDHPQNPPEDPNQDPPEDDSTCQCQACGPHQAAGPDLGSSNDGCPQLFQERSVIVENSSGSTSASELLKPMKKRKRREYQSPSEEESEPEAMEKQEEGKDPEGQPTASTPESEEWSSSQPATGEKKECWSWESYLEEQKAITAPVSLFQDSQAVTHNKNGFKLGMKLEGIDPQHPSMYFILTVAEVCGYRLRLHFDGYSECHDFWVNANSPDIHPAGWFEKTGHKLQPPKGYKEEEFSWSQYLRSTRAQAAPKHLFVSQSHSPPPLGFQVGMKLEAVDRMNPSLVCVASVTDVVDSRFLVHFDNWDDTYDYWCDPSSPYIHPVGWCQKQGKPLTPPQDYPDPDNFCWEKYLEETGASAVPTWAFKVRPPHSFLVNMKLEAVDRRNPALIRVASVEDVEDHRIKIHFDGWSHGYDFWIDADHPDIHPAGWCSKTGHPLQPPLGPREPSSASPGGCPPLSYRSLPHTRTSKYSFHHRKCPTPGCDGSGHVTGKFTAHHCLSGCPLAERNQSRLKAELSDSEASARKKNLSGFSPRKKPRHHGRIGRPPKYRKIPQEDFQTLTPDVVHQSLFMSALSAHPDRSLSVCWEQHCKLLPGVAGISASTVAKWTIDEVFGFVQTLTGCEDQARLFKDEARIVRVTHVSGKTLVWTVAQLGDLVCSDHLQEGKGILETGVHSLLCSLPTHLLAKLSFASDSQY
#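 Read-out is AlphaScreen signal from streptavidin donor and nickel chelate acceptor beads (10 ug/mL final each) bridging L3MBTL1 (50 nM) and biotinylated K9-monomethylated H3(1-15) peptide (75 nM), after 30 min compound exposure at room temperature.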
# Tau fibril FP = qHTS for Inhibitors of Tau Fibril Formation, Fluorescence Polarization. Microtubule-associated protein tau (Homo sapiens), P10636. K18 P301L tau heparin fibrillization, Alexa594 FP, 6 h. Potency, µM (highest dose often 57.7 µM), without a hit: at the top dose activity, negative = inhibition, hits mostly inhibitors. hit rate 0.39% among 280,000. AID 1468, 2008; note: nearly all actives have a fitted effect of over 55% in size
#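 Human tau K18 […] P301L fragment, 15 uM unlabeled plus 0.24 uM Alexa 594-labeled tau (final), with compound and 20 uM heparin in 100 mM sodium acetate pH 7; 6 hr at 37 C, then Alexa 594 FP read.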
# TRb-SRC2 inh = qHTS for Inhibitors of the Interaction of Thyroid Hormone Receptor and Steroid Receptor Coregulator 2 | Potency, µM (titrated, usually from 106 µM), for inactives: at the highest dose activity change, negative = inhibition, usual class: inhibitors | hit rate 0.065% among 280,000 | Thyroid hormone receptor beta (Homo sapiens), P10828 | TRbeta-SRC2 peptide binding, fluorescence polarization; receptor liganded with 1 µM T3;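 note: plate controls were bound peptide for no effect and peptide without receptor for full effect; nearly all actives have a fitted effect of over 50% in size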
#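 Compounds were added to 0.6 uM TRb ligand-binding domain and 20 nM Texas Red-labeled SRC2 peptide in Tris buffer containing 1 uM T3, incubated 5 hr at ambient temperature, then read by fluorescence polarization.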
# RECQ1 helicase = qHTS Assay for Inhibitors of RecQ-Like Dna Helicase 1 (RECQ1); Potency, µM (series often up to 57.3 µM), for the others: top-dose activity, negative = inhibition, most hits filed as inhibitors; ATP-dependent DNA helicase Q1 (Homo sapiens), P46063; hit rate 0.54% among 240,000; RECQ1 DNA unwinding, red fluorescence kinetic read; AID 2549, 2010;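 note: plate controls were vehicle for no effect and no enzyme for full effect; nearly all actives have a fitted effect of over 30% in size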
#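 50 nM RECQ1T1 preincubated 15 min with compound in Tris pH 8.0 buffer with MgCl2, DTT, Tween-20 and 2.5 ug/ml poly(dI-dC); started with 200 nM TAMRA/BHQ-2 forked duplex and 2 mM ATP. Unwinding read as fluorescence (525/598 nm), two reads 2 h apart.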
# JMJD2E inh = qHTS Assay for Inhibitors of Human Jumonji Domain Containing 2E (JMJD2E). Lysine-specific demethylase 4E (Homo sapiens), B2RXH2. JMJD2E catalytic domain, FDH-coupled NADH fluorescence (FDH is formaldehyde dehydrogenase). Potency, µM (titrated, usually from 57.1 µM), without a hit: top-dose activity change, negative = inhibition, most hits filed as inhibitors. hit rate 1.6% among 230,000. AID 2147, 2009; active = well fitted inhibition curve with a large enough effect, not every such curve was filed as active; inconclusive = small, poorly fitted or top-dose-only effect, or another doubt; inactive = no such curve, though single readings can be large or run the other way;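 note: 0% = wells with enzyme and -100% = buffer wells without enzyme; nearly all actives have a fitted effect of over 50% in size; many of its hits are not listed in these tables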
# TR SRC2 fluor cs = Total Fluorescence Counterscreen for Inhibitors of the Interaction of Thyroid Hormone Receptor and Steroid Receptor Coregulator 2. TRb/SRC2 Texas Red total fluorescence interference. Potency, µM (titrated, usually from 106 µM), for the others: at the top dose fluorescence change, negative = quenching. hit rate 0.29% among 280,000. AID 1479, 2009; active = well fitted curve in either direction with a large enough effect; inconclusive = small, poorly fitted or top-dose-only effect
#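 Flags fluorescent or light-absorbing compounds by total fluorescence, S + 2P, at 555 nm excitation and 632 nm emission. Mixture: 20 nM Texas Red SRC2 peptide, 0.6 uM human TRb LBD, 1 uM T3, 5% DMSO; compound exposure 5 h at ambient temperature.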
# Numbers without * were called inactive; i = inactive; ? = inconclusive; · = not tested or not shown; [ ] = dose if it differs, or a comment. Unless noted, calls come from the whole dose curve; as a rule, active = well fitted curve in the direction sought with a large enough effect; inconclusive = small, poorly fitted or top-dose-only effect, or another doubt; inactive = no such curve, though single readings can be large; an effect the other way counts as inactive or inconclusive. Unless noted, % is set by controls: 0 for no effect and ±100 for the full control effect; potency is the fitted concentration of half-maximal effect. Some of the compounds tested; rates above refer to the full screens.
SMILES,GoLoco inh red,Tau ThT inhib,L3MBTL1 inh,Tau fibril FP,TRb-SRC2 inh,RECQ1 helicase,JMJD2E inh,TR SRC2 fluor cs
CN1CC[C@@]23c4ccccc4N[C@H]1[C@]21CCN(C)[C@@H]3Nc2ccccc21,-2%[21.6 µM],·,·,·,-2%[53 µM],-5%[25.9 µM],1%[25.5 µM],1%[53 µM]
CC1(C)CC(=O)CC2(C1)NCC(c1ccccc1)c1c2[nH]c2ccccc12 (centres undefined),7%,-3%,0%,?,6%,-5%,3%,-1%
O=C(CSc1nncs1)Nc1ccc(Cl)cn1,2%,-3%,7%,-4%,2%,-7%,16%,-6%
CSC(=NCc1ccc(F)cc1)NS(=O)(=O)c1cccs1,5%,-4%,6%,-8%,-4%,-1%,0%,-30%
Cc1ccc(OCC(=O)N/N=C\c2ccc(-c3cccc(C(=O)O)c3)o2)c(C)c1,38%[activator],7.9µM*,5.6µM*,5%,-3%,-2%,4%,-31%
Cc1ccc(-n2c(SCC(=O)NCCN3C(=O)CSC3=O)nnc2-c2ccccc2)cc1,4%,5%,9%,-7%,-4%[53 µM],-1%,-4%,0%[53 µM]
CCC(C)c1ccc(OCC(=O)O)cc1 (centres undefined),0%,-5%,-10%,15%,-2%,-1%,-1%,-1%
COc1ccccc1C1CN(c2ccc(F)cc2F)N=C1c1cccs1 (centres undefined),-5%,-14%,·,?,-10%,-9%,?,0%
CCOc1cc(C2C(C(=O)OC(C)C)=C(C)N=C3SCCC(=O)N32)ccc1OC(C)=O (centres undefined),3%,-11%,1%,-7%,-14%,-6%,-7%,2%
COc1ccc(C2C(=O)N(C3CCCCCC3)CC(=O)N2Cc2ccccc2)cc1OC (centres undefined),4%,-10%,1%,0%,1%,i,7%,-2%
O=P(OC1CCCCC1)(OC1CCCCC1)C(O)c1c(Cl)cccc1Cl (centres undefined),-10%,-16%,-5%,-3%,-17%,i,-4%,-4%
ON=C1CCN(c2ncc(C(F)(F)F)cc2Cl)CC1,-10%,1%,-1%,-4%,-18%,i,1%,1%
COc1ccc2ccccc2c1C1CC(=O)N2CN(Cc3ccco3)CSC2=C1C#N (centres undefined),-14%,?,-5%,?,4%,-23%,-11%,-1%
Cc1cc(=O)n(C)c(=O)n1CCCCCCOc1ccc([N+](=O)[O-])cc1,-3%,-4%,-5%,5%,-5%,4%,-6%,1%
COc1cc2c(c(OC)c1OC)-c1c(cc3c(c1OC)OCO3)C[C@H](C)[C@@](C)(O)C2,-5%,-11%,·,-3%,3%,?,11%,0%
CC(=O)Nc1ccc(S(=O)(=O)NCc2ccc3c(c2)cc(C)n3C)cc1,-21%,?,·,12%,-27%,32µM*,-11%,?
Cc1ccc(-n2ncc(Br)c(Br)c2=O)cc1,8%,16µM*,-10%[11.4 µM],?,-4%,-3%,1%,-5%
Cn1cc(CNC(=O)C23CC4CC(CC(C4)C2)C3)cn1,-8%,3%,-5%,1%,4%,1%,6%,2%
COc1ccc(OC)c(NC(=O)c2c(N3CCCC3=O)c3cc(OC)ccc3n2C)c1,·,-17%,·,9%,6%,·,·,-4%
O=C(CC1C(=O)NCCN1C(=O)Nc1ccccc1)Nc1ccc(F)cc1 (centres undefined),19%,1%,12%,1%,-3%,i,4%,2%
COC(=O)c1ccc(S(=O)(=O)N2CCCN(Cc3ccc(F)cc3)CC2)n1C,5%,·,·,3%,-6%,-1%,-3%,0%
C=CCn1c(=O)c2c(nc3n2CCS3)n(C)c1=O,-13%,6%,12%,-8%,-14%,-13%,-6%,-3%
CC1CN(c2ccc([N+](=O)[O-])cc2Cl)CCN1S(C)(=O)=O (centres undefined),6%,·,·,10%,6%,?,-1%,-4%
CC1=Nn2c(nnc2-c2ccccn2)SC1,3%,-3%,-5%,4%,-8%,0%,4%,-2%
CSc1nnc(C)c(=O)n1COC(=O)c1ccccc1,1%,-4%,·,0%,8%,-7%,1%,0%
CCOc1ccccc1-c1nc(CN2CCCC2c2nccs2)c(C)o1 (centres undefined),19%,?,-2%,-15%,-2%,i,?,-1%
COc1ccc2c(c1)c1nc3n(c(=O)c1n2CC(=O)Nc1cc(C)[nH]n1)CCS3,10%,5%,?,2%,4%,2%,?,-1%
Cc1ccc(OCCNC(=O)Cc2ccc(F)cc2)cc1,5%,5%,0%[11.4 µM],8%,3%,-11%,2%,2%
O=C(Nc1cccnc1)c1cc([N+](=O)[O-])ccc1Cl,6%,-6%,3%,0%,1%,-5%,-1%,-7%
CCOC(=O)C1=C(CSc2nccn2C)NC(=O)NC1c1ccc(OC)cc1 (centres undefined),4%,-7%,·,1%,-7%,-4%,0%,2%

# Single records, from the list above. Order of screens: GoLoco inh red	Tau ThT inhib	L3MBTL1 inh	Tau fibril FP	TRb-SRC2 inh	RECQ1 helicase	JMJD2E inh	TR SRC2 fluor cs
# CC(=O)Nc1ccc(S(=O)(=O)NCc2ccc3c(c2)cc(C)n3C)cc1 is listed as -21%	?	·	12%	-27%	32µM*	-11%	?
# COc1ccc2c(c1)c1nc3n(c(=O)c1n2CC(=O)Nc1cc(C)[nH]n1)CCS3 is listed as 10%	5%	?	2%	4%	2%	?	-1%
# CCOC(=O)C1=C(CSc2nccn2C)NC(=O)NC1c1ccc(OC)cc1 (centres undefined) is listed as 4%	-7%	·	1%	-7%	-4%	0%	2%
# COC(=O)c1ccc(S(=O)(=O)N2CCCN(Cc3ccc(F)cc3)CC2)n1C is listed as 5%	·	·	3%	-6%	-1%	-3%	0%
# O=C(CC1C(=O)NCCN1C(=O)Nc1ccccc1)Nc1ccc(F)cc1 (centres undefined) is listed as 19%	1%	12%	1%	-3%	i	4%	2%

# (continued)
SMILES,GoLoco inh red,Tau ThT inhib,L3MBTL1 inh,Tau fibril FP,TRb-SRC2 inh,RECQ1 helicase,JMJD2E inh,TR SRC2 fluor cs
COc1ccccc1-c1cc(C(=O)N/N=C/c2sccc2C)c2ccccc2n1,17%,5%,-7%,-4%,-6%,5%,6%,-6%
Cc1csc2ncnc(NC3CCN(Cc4ccccc4)CC3)c12,11%,1%,7%,-3%,-6%,i,-3%,-6%
O=C(CN1CCN(C(c2ccccc2)c2ccccc2)CC1)Nc1ccc(N2CCOCC2)cc1,10%,?,·,-4%,5%,i,-2%,1%
CCCN(CCC)C(=O)c1cc2c(=O)[nH]c3ccc(C)cc3c2s1,-2%,-10%,·,1%,3%,1%,-18%,-1%
Cc1ccc(-n2c3c(cc(-c4nc(-c5ccc(Cl)cc5)cs4)c2=O)C(=O)CC(C)(C)C3)cc1,·,5%,·,-12%,-5%,·,·,5%
COc1ccc2nc(NC(=O)CSc3nnc4n3C(C)(C)Cc3ccccc3-4)sc2c1,-6%,?,?,?,-2%,-7%,3%,-2%
CCC1(C)Cc2ccccc2-c2nc(NCCO)n(-c3ccccc3)c(=O)c21 (centres undefined),4%,-7%,10%[11.4 µM],9%,-2%,7%,?,-3%
CC(=O)c1cccc(NS(=O)(=O)c2cc(-c3onc(C)c3C)ccc2C)c1,·,-4%,·,-7%,0%,·,·,0%
Cc1sc2nc(-c3cccnc3)nc(Cl)c2c1-c1ccccc1,28%,6%,36%[activator],9%,-10%,-14%,-1%,2%
COC(=O)COc1ccc2cccc(-n3cnnn3)c2c1,1%,-6%,·,6%,7%,-9%,?,-5%
CCc1ccccc1NS(=O)(=O)c1ccc(OC)c2ncccc12,·,2%,·,-3%,-9%,·,·,-1%
CCCn1nnc(NC(=O)/C=C/c2ccccc2)n1,-1%,1%,-1%,3%,-3%,0%,1%,-3%
Cc1cc(C)c(NC(=O)C(=O)NCc2ccco2)c(C)c1,11%,1%,-10%,9%,-4%,i,3%,-2%
O=C(CCc1nnc(-c2ccc3c(c2)OCO3)o1)NC(c1cccnc1)C(F)(F)F (centres undefined),6%,1%,-12%,-5%[2.34 µM],1%,-7%,-9%,-5%
Cc1cc(C(=O)N/N=C/c2ccc[nH]2)no1,5%,-2%,-9%,5%,11%,-7%,5%,-2%

# Shown bar-delimited: part of the list above
canonical_smiles | GoLoco inh red | Tau ThT inhib | L3MBTL1 inh | Tau fibril FP | TRb-SRC2 inh | RECQ1 helicase | JMJD2E inh | TR SRC2 fluor cs
CCCN(CCC)C(=O)c1cc2c(=O)[nH]c3ccc(C)cc3c2s1 | -2% | -10% | · | 1% | 3% | 1% | -18% | -1%
Cc1ccc(-n2c3c(cc(-c4nc(-c5ccc(Cl)cc5)cs4)c2=O)C(=O)CC(C)(C)C3)cc1 | · | 5% | · | -12% | -5% | · | · | 5%

# Other records
SMILES,GoLoco inh red,Tau ThT inhib,L3MBTL1 inh,Tau fibril FP,TRb-SRC2 inh,RECQ1 helicase,JMJD2E inh,TR SRC2 fluor cs
CCC(Oc1ccccc1)C(=O)Nc1cccc(OCc2cc(=O)n3cccc(C)c3n2)c1 (centres undefined),·,-1%,·,1%,0%,·,·,1%
CCN1C(=O)CC(Sc2ccccc2C(=O)O)C1=O (centres undefined),2%,-10%,·,-1%,-2%,-13%,-5%,-3%
N[C@@H](Cc1ccc(O)cc1)c1nnc([C@H](CO)NC(=O)C2CCNCC2)o1,7%,3%,4%,9%,2%,-3%,-3%,-1%
Cc1nc(C#N)c(NCc2ccc3c(c2)OCO3)o1,-1%,-10%,·,-8%,-2%,-5%,3%,-2%
